High-throughput results from PubChem BioAssay.
KLF5 inhibitor = KLF5 expression inhibitors, primary screen, DLD-1 cells, luminescence | DLD-1 KLF5 promoter-luciferase reporter | inhibition, % at 5 µM | 290,000 tested, 0.23% active;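 active means inhibition above a per-plate limit of that plate's mean compound inhibition plus 3 SD, cut at about 60% in these data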;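 further: 0% = DMSO wells and 100% = LY294002 at 200 µM; higher means less KLF5 promoter-driven luciferase light; inactives centre near -14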
HSF1 activator = HSF-1 activators, primary screen, NIH3T3-HGL cells, MG132 stress, luminescence, single point; NIH3T3-HGL HSF-1 luciferase reporter, 8 h; 100% = twice DMSO control signal; 300,000 tested, 1.7% active; AID 504408, 2011; activation, % at 9 µM;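 active means mean replicate activation of at least 50% with a set share of replicates each reaching 50%; inconclusive means only one of those two conditions met; inactive means mean below 50% and too few replicates reaching it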;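 further: 0% = median of the neutral control wells and 100% = twice that signal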
HSP90 refold inh = HSP90 inhibitors, primary screen, cell lysate, luminescence; Heat shock protein HSP 90 (rabbit reticulocyte lysate; luciferase refolding); Rabbit reticulocyte lysate, luciferase refolding luminescence, 3 h; inhibition, % at 5.6 µM; 290,000 tested, 0.91% active;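 active means inhibition above the screen-wide mean plus 3 SD, computed separately per campaign, cut at about 16% in these data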;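 further: 0% = DMSO wells and 100% = 60 µM geldanamycin wells; inhibitors lower the luminescence because luciferase stays unfolded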
AI-2 QS mod = Vibrio harveyi AI-2 quorum sensing modulators, primary screen, JMH597 strain, luminescence/OD600 ratio. Vibrio harveyi JMH597 AI-2 luminescence/OD600 ratio, 9 h; active compounds read low; strain lacks LuxN and CqsS sensors; 0 = neutral-control median. activity change, % at 7.5 µM. 300,000 tested, 0.4% active. AID 2094, 2009; in the data active means activity change below about -75%, passing the limit was not always enough; inconclusive means no clear call, values can overlap the other calls;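 further: luminescence divided by OD600 gain over 9 h not by final OD600 alone; inactives centre near 13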
aSyn UTR inh = MLPCN primary screen, SNCA 5' untranslated region. 300,000 tested, 0.82% active. alpha-synuclein 5'UTR reporter, inhibitor activity. inhibition, % (tested at 7.5 µM). AID 1813, 2009; in the data active means inhibition above about 60%; inconclusive means no clear call, values can overlap the other calls;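 further: H4 neuroglioblastoma cells stably carrying SNCA 5'UTR luciferase fusion; 0% = DMSO wells and 100% = positive control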
IEC-6 cytotox = cytotoxicity in IEC-6 intestinal epithelial cells, primary screen, cytotoxicity control for KLF5 inhibitor project, cell-based, luminescence; inhibition, % at 5 µM; IEC-6 cytotoxicity, luminescence viability; 290,000 tested, 0.78% active; AID 1825, 2009; in the data active means inhibition above about 22%;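 further: 0% = plate median of test compound wells and 100% = cytotoxic reference compound wells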
Platelet DG rel = inhibitors of platelet dense granule secretion, primary screen, cell-based, MLPCN, human platelets. human platelet-rich plasma, SFLLRN dense granule ATP release, luminescence. inhibition, %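 (compounds screened at 7.5 µM in platelet-rich plasma)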. 300,000 tested, 0.22% active. AID 1663, 2009;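 active means mean replicate score, as percent of positive control, at or above 50; inconclusive means mean below 50 but at least one replicate at or above 50; inactive means mean and every replicate below 50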
HDAC3 inh = HDAC3 deacetylase inhibitors, primary screen, biochemical, fluorescence, cell-free homogeneous. Histone deacetylase 3 (Homo sapiens), O15379. recombinant HDAC3, fluorogenic peptide/trypsin coupled. inhibition, % at 8.3 µM. 320,000 tested, 0.15% active; in the data active means inhibition above about 26%, passing the limit was not always enough; inconclusive means no clear call, values can overlap the other calls
Target sequence (O15379 whole entry, looked up): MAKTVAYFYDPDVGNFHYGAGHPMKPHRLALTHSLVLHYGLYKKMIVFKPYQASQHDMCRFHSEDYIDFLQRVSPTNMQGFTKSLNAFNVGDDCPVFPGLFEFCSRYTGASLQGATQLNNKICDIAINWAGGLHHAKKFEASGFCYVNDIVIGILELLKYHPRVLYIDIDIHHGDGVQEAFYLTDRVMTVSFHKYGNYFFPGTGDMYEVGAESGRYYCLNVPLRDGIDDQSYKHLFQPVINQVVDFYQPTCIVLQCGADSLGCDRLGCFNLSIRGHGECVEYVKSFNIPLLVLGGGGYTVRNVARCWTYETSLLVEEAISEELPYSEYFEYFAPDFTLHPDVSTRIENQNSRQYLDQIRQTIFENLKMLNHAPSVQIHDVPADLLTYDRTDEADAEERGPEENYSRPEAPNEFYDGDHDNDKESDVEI
HSF1 inhib = HSF1 inhibitors in luciferase reporter cells, primary screen, cell-based, NIH3T3, luminescence; NIH3T3-HGL HSE-luciferase, MG132-induced, luminescence 8 h; active compounds read low; 300,000 tested, 0.77% active; activity change, negative = inhibition, % at 7.5 µM (by protocol);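 active means more than half of replicate wells show activity change below -50%, luminescence cut by over half; inconclusive means some wells, but at most half, below -50%; inactive means no replicate well below -50%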;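 further: luciferase reports HSF-1 transcriptional activity via heat shock element; 0% = median of DMSO wells and -100% = zero luminescence signal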
HIF activator = HIF pathway transcriptional activators, primary screen, cell-based, U2OS HRE-luciferase, luminescence. U2OS HRE-luciferase reporter; normalized: DMSO 0%, desferrioxamine 100%. activation, % at 7.5 µM (by protocol). 300,000 tested, 0.32% active. AID 1910, 2009;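 active means mean activation of at least 10% of the iron chelator positive control signal, with at least half of replicates also reaching 10%; inconclusive means mean and replicate majority disagree about reaching 10%; inactive means mean and most replicates under 10%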
* hit, by the source's call; ? = inconclusive; · = not tested or not shown.

SMILES	KLF5 inhibitor	HSF1 activator	HSP90 refold inh	AI-2 QS mod	aSyn UTR inh	IEC-6 cytotox	Platelet DG rel	HDAC3 inh	HSF1 inhib	HIF activator
CCOC(=O)c1c(Cc2ccccc2)c[nH]c1C	-63.6	22.4	-2.2	-2.9	-74.8	8.1	0.2	2.6	19.6	2.8
CCc1ccc(OCC2c3cc(OC)c(OC)cc3CCN2C(=S)NC)cc1 (stereo not drawn)	6.7	24.5	-1.7	19.4	27.6	7.4	6.2	-1.4	3.5	-0.1
CC(C)=C(NC(=O)c1ccccc1)C(=O)NC(Cc1ccccc1)C(=O)O (stereo not drawn)	-4.9	7.2	-2.0	58.1	-4.3	-3.4	-2.9	0.7	3.7	-0.6
CC(=O)Nc1ccc(S(=O)(=O)NC2CC(=O)N(c3ccc(C)c(C)c3)C2)cc1 (stereo not drawn)	·	37.0	·	10.8	2.1	·	1.9	-7.8	14.3	1.0
CC1CCN(C(c2ccc(N(C)C)cc2)c2nnnn2C(C)(C)C)CC1 (stereo not drawn)	-11.0	10.8	0.2	6.2	-2.6	-1.8	2.3	11.8	7.7	0.4
CCN(CC)CCCNc1ncnc2ccccc12	-22.9	-9.0	-3.0	8.1	-2.9	-0.7	1.5	-1.0	-10.3	0.1
CC(C)(C)NC(=O)CCc1ncc(C(F)(F)F)cc1Cl	17.9	-2.7	7.2	10.5	-1.5	4.2	2.3	-2.8	-3.4	-0.3
O=[N+]([O-])c1cc(-n2cnnn2)ccc1N1CCC(Cc2ccccc2)CC1	-11.4	0.8	2.8	8.5	8.1	4.2	0.8	8.3	6.8	-1.6
COc1cccc(CNC(=O)C(=O)NCCC2CCCCN2S(=O)(=O)c2ccccc2)c1 (stereo not drawn)	·	-5.6	·	16.9	28.5	·	-0.7	-2.3	-1.6	-0.1
Nc1ccccc1-c1nc2ccccc2s1	-100.7	-78.5	-5.9	8.7	-239.6	5.5	3.9	-44.7	-71.3*	3.4
Cc1cc(NC(=O)CSc2nc3c(c(=O)n(C)c(=O)n3C)n2C(C)C)no1	-21.5	8.8	1.1	2.3	-5.3	3.0	-1.3	0.6	-0.4	-0.2
O=C(N/N=C/c1cn(-c2ccccc2)nc1-c1cccnc1)c1ccccc1	-6.1	1.8	-0.8	20.1	6.6	-0.9	3.6	2.1	2.2	0.2
COC(=O)c1ccc(N2CCN(C(C)=O)CC2)c(NC(=O)c2cccnc2)c1	-11.9	-5.2	0.3	13.6	20.0	-3.4	6.7	-16.5	-1.6	-0.6
COc1ccc(C)cc1NC(=O)CC(O)(C(F)(F)F)C(F)(F)F	-5.2	-10.3	0.8	4.6	13.6	0.2	-2.4	13.2	-4.3	-0.2
COc1ccc(-c2ccc(SCC(=O)N3CCCC3)nn2)cc1OC	-13.6	-6.8	5.0	34.8	5.7	-5.7	10.1	2.8	-9.2	-0.2
COc1ccc(NS(=O)(=O)c2cccc3nsnc23)cc1Cl	2.1	0.2	-3.7	10.2	-4.6	2.1	5.3	4.2	-2.6	-0.3
CC(C)(NC(=O)N1CCOCC1)c1cccc(C(C)(C)NC(=O)N2CCOCC2)c1	-12.6	-4.0	2.8	27.3	1.8	-3.3	4.6	-15.0	-3.0	1.0
Cc1ccc(OCCn2cccn2)c(C)c1	-6.4	-4.6	0.2	12.0	-17.2	-10.0	8.2	1.5	-8.9	0.1
c1cncc(Cc2cc3ccccc3[nH]2)c1	-48.5	1.8	-1.2	16.1	-16.7	-1.8	13.6	0.1	-5.3	0.3
COc1ccc(N2CCN(C(=O)c3ccc(OCC4CCCO4)cc3)CC2)cc1 (stereo not drawn)	-13.1	10.2	-3.3	5.0	-9.5	4.4	-4.0	0.9	6.9	-0.7
COc1ccc(OCC(=O)NC2CCCc3ccccc32)cc1 (stereo not drawn)	2.3	9.7	-2.8	29.7	-8.5	-9.2	8.6	2.8	0.1	0.4
O=C(CCC(=O)Nc1ccccc1Cl)NNC(=S)Nc1ccccc1C(F)(F)F	-28.9	-15.2	0.8	20.4	26.0	-3.5	-8.0	-17.1	-4.0	-0.3
CCCc1cc(C(=O)N2CCN(c3ccc(C(F)(F)F)cn3)CC2)sc1C	-22.1	9.0	-2.3	33.8	13.6	1.8	-24.8	8.3	3.0	0.2
COc1cc(C(=O)Nc2ccc(-c3nc4cc(C)ccc4o3)c(O)c2)cc(OC)c1OC	11.9	·	0.3	9.6	-2.4	0.4	-4.0	5.2	·	-0.3
O=C(Cn1[nH]c(=O)c2ccccc2c1=O)NC1CCCCCC1	-49.3	6.5	6.6	7.5	-15.1	5.9	2.5	6.5	8.8	1.0
Cc1ccccc1-c1nc(P(=O)(c2ccccc2)c2ccccc2)c(N2CCOCC2)o1	-3.9	-5.7	-2.8	9.2	3.0	-5.9	6.8	7.8	1.1	1.2
COc1cc(C(=O)N[C@@H](C)C(=O)NCc2ccco2)cc(OC)c1OC	-10.7	15.4	4.0	-1.7	0.9	2.1	-2.1	-2.8	-6.9	-0.9
CC1CCc2nn(CC(=O)NCCCN3CCOCC3)cc2C1 (stereo not drawn)	-20.4	7.8	0.4	-0.9	-3.9	-0.4	-4.1	-4.7	-5.6	0.3
Cc1ccc(OCC(=O)Nc2ccc(O)c(C(=O)O)c2)cc1C	-19.7	-6.5	6.0	20.4	19.9	-4.0	19.6	-59.5	0.9	·
CCOC(=O)C(C)(C)N(Cc1ccc(C)cc1)S(=O)(=O)c1ccc(Cl)c([N+](=O)[O-])c1	10.9	?	-4.4	13.6	-16.4	-6.2	-13.4	4.5	40.3	-46.2
O=C(c1ccco1)N1CCN(C(=O)c2cc(-c3ccccn3)nc3ccccc23)CC1	-9.5	-8.6	-2.7	-6.4	15.0	1.4	6.4	6.7	-3.5	-0.1
COc1ccc(N(CC(=O)Nc2ccc(C)cn2)S(=O)(=O)c2c(C)nn(C)c2C)cc1	-43.7	·	-2.5	·	·	-5.8	·	1.3	·	·
CC(Nc1ccc(Br)cn1)c1cc(Cl)ccc1O (stereo not drawn)	-5.4	6.7	5.5	-86.4*	-9.4	10.5	-11.6	·	-3.0	-0.1
Cc1ccccc1S(=O)(=O)Cc1ccc(C(=O)N2CCN(C3CCCCC3)CC2)o1	-7.2	-2.4	0.2	4.4	-6.9	6.1	-0.3	-2.2	-4.1	·
Cn1c(=O)cc(OCCCC(=O)NCCN2CCN(c3ccccc3F)CC2)c2ccccc21	-7.2	-0.5	2.1	-5.3	-10.4	1.6	8.3	-0.9	3.7	-0.2
COc1cc(C(=O)Oc2cccc(C)c2)cc(OC)c1OC	-30.4	-14.1	0.0	1.3	10.2	-5.9	-1.7	12.3	-4.2	0.2
CC(=O)Nc1ccc2c(c1)c1ccccc1n2C(C)=O	-10.2	7.4	-0.7	-1.6	-64.8	5.9	-8.8	-1.4	7.5	-0.6
O=c1[nH]c(-c2ccccc2)cnc1-c1ccccc1	·	21.1	·	-6.9	-29.7	·	17.2	-7.1	-0.8	-0.2
O=C(NC(=O)c1cc(OCC(F)(F)F)ccc1OCC(F)(F)F)Nc1ccccc1	4.4	23.4	0.4	19.4	-18.2	2.9	-16.3	?	2.4	-0.6
Cc1csc2ncc(C(=O)Nc3ccccc3F)c(=O)n12	·	6.8	·	18.1	-205.2	·	-11.1	0.3	11.7	2.1
CC1CCCCN1C(=O)CSc1nnc(-c2ccccc2O)o1 (stereo not drawn)	-49.5	29.1	9.6	14.3	-83.9	-6.6	15.3	2.6	20.4	1.6
COc1ccc(NC(=O)CN(C)S(=O)(=O)c2ccccc2)cc1	-57.9	-4.1	-1.3	22.6	-20.2	-0.6	-4.2	1.4	0.2	0.8
O=C(O)CCC(=O)NNC(=O)CCC(=O)Nc1ccccc1	-7.7	7.2	-2.9	2.9	15.3	-4.0	4.5	1.2	-0.1	0.1
CCOCCCNC(=S)Nc1ccc(Br)cc1Cl	-17.7	10.8	-1.1	12.7	-21.8	6.6	-7.6	1.8	-4.1	-6.4
CCCOc1cccc(NC(=O)OC2CCN(C)CC2)c1	-10.6	5.4	2.6	17.9	-8.5	-2.1	-6.2	-1.3	-0.6	-0.1
COC(=O)c1ccccc1NC(=O)NCc1ccccc1	-3.1	2.0	4.9	12.2	5.5	2.6	8.5	-4.6	-1.7	-0.3
Cc1ccccc1OCC(=O)Nc1ccccc1N1CCC(C)CC1	-8.6	9.2	-3.4	19.4	42.2	2.8	1.3	3.5	0.2	0.2
CN(C)S(=O)(=O)N1CCc2ccccc21	1.2	-10.7	-1.4	13.4	0.7	1.3	2.4	-3.3	-4.5	0.4
CCOC(=O)N/N=C\C=C\c1ccc2c(c1)OCO2	-32.6	19.7	0.6	22.6	-120.6	10.0	1.1	-3.6	11.2	2.4
CCO[C@@H]1OC(C(=O)NCc2ccccc2)=C[C@H](c2ccc3c(c2)OCO3)[C@H]1CCCO	-4.2	-60.5	0.6	15.9	19.6	-3.0	-4.7	2.9	-49.3	-1.1
O=C(C1CCN(S(=O)(=O)N2CCC3(CC2)OCCO3)CC1)N1CCCCC1	-11.6	9.2	-1.0	-1.5	-14.0	0.3	-18.6	-2.4	-2.9	-0.5
C=CCSc1nc(N)c2c3c(sc2n1)CN(C)CC3	-39.4	-2.2	-0.7	2.1	-4.8	0.7	-0.6	-10.0	2.4	-0.3
COc1cc(/C=N/Nc2nn3cnnc3c3ccccc23)cc(OC)c1OC	-22.6	42.7	-1.7	6.6	-52.3	-7.5	11.5	-14.5	4.4	1.1
FC(F)(F)COc1ccc(-c2nnc(SCc3ccccc3)o2)cn1	-24.6	23.1	-0.1	3.5	-24.1	-1.0	9.5	·	1.2	-0.6
CC(=O)N1N=C(c2ccc(C)cc2)OC1c1ccc(C(C)C)cc1 (stereo not drawn)	-41.8	-10.1	-4.0	29.3	-181.7	-8.2	-5.5	-1.4	-1.1	3.7
CNC(=S)NCCc1ccc(OC)c(OC)c1	-13.2	0.7	-1.8	8.5	28.9	0.4	?	-1.6	-2.1	0.1
C/C=C(\C)c1nnc(NC(=O)c2ccco2)s1	-40.9	3.3	-3.0	2.6	-77.5	-6.7	-7.7	0.5	-7.0	1.6

3 compounds from above, sorted by the number in KLF5 inhibitor, ascending.
SMILES	KLF5 inhibitor	HSF1 activator	HSP90 refold inh	AI-2 QS mod	aSyn UTR inh	Platelet DG rel	HDAC3 inh	HSF1 inhib
C=CCSc1nc(N)c2c3c(sc2n1)CN(C)CC3	-39.4	-2.2	-0.7	2.1	-4.8	-0.6	-10.0	2.4
O=C(C1CCN(S(=O)(=O)N2CCC3(CC2)OCCO3)CC1)N1CCCCC1	-11.6	9.2	-1.0	-1.5	-14.0	-18.6	-2.4	-2.9
CN(C)S(=O)(=O)N1CCc2ccccc21	1.2	-10.7	-1.4	13.4	0.7	2.4	-3.3	-4.5

Random draw from the library, and some 5% of all compounds hit somewhere here.
